POLK inh = blocks human DNA polymerase kappa activity; Potency, µM (titrated, usually from 107 µM), for the others: top-dose activity, negative = inhibition, actives largely listed as inhibitors; purified Pol kappa, fluorescent DNA synthesis assay, 10 min; AID 588579; hit rate 0.53% among 400,000; also: potency is read from the fitted curve at half-maximal effect; % is scaled to controls: 0 for no effect and ±100 for the full control effect
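Pol kappa 10 nM + cpd, 15 min RT; start w/ substrate 50 nM final; fluorescence kinetic read, 0 and 10 min. Neg ctrl: buffer, no enzyme.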
BLM inh = blocks DNA unwinding by human BLM helicase; P54132; AID 2528; recombinant BLM DNA unwinding, fluorescence dequenching; hit rate 0.2% among 350,000; Potency, µM (top dose mostly 56.1 µM), inactives show at the top dose activity change, negative = inhibition, hits mostly inhibitors;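 also: potency is read from the fitted curve at half-maximal effect; plate controls were vehicle for no effect and no enzyme for full effect; nearly all actives have a fitted effect of over 35% in size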
Apoferritin bind = binds horse apoferritin like a general anesthetic; P02791; apoferritin/1-aminoanthracene competitive binding, fluorescence; Potency, µM (series often up to 77.5 µM), for the others: top-dose activity change, negative = displacement, usual class: inhibitors; hit rate 0.074% among 350,000; AID 485281; also: potency is read from the fitted curve at half-maximal effect; % is scaled to controls: 0 for no effect and ±100 for the full control effect; nearly all actives have a fitted effect of over 20% in size
Target sequence (P02791 2-175 limits assumed): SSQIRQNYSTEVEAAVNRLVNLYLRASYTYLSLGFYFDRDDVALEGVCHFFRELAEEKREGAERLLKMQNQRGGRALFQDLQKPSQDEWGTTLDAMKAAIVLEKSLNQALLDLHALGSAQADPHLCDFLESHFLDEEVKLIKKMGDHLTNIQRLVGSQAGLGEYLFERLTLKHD
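Concentration-response curves derived by four-parameter Hill fitting of normalized fluorescence, where compounds displaced 1-AMA from 10 uM horse apoferritin following a brief 10 min room-temperature incubation; propofol titration acted as positive control.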
LDHA block = LDHA (human) enzyme inhibition. activity change, % (values are at about 110 or 230 µM). hit rate 0.15% among 480,000. AID 1347041. purified LDHA, NADH/diaphorase-resazurin fluorescence; stronger effect = lower value. P00338; in the data active = activity change below about -30%; inconclusive = mostly about -25% to -30%;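 also: plate controls were DMSO wells for no effect and wells without enzyme for full effect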
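Remaining NADH was detected by diaphorase (0.133 mg/mL) converting 37 µM resazurin to fluorescent resorufin, read at 0 and 20 minutes. The preceding 5-minute room-temperature reaction used 2 nM LDHA, 0.2 mM sodium pyruvate and 0.06 mM NADH at pH 7.4.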
GRP78 ERSR act = ER stress response induction in glioma. U87-MG GRP78 promoter luciferase reporter, 16 h. Potency, µM, inactives show at the top dose activation, most hits filed as activators. hit rate 0.02% among 420,000; also: potency is read from the fitted curve at half-maximal effect; series mostly up to about 76 µM; % of control where 0% means no effect; nearly all actives have a fitted effect of over 35% in size
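ERSR induction read as luciferase luminescence (Bright-Glo, 10 min at room temperature) in stably transfected human U87-MG glioma cells exposed to compounds for 16 h, using GRP78 as sensor.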
APE1 inh = blocks human APE1 abasic DNA cleavage | P27695 | recombinant APE1, TAMRA/BHQ-2 abasic DNA cleavage fluorescence | Potency, µM (doses to about 65.8 µM), for inactives: top-dose activity change, negative = inhibition, hits mostly inhibitors | hit rate 0.35% among 350,000 | AID 2517;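 also: potency is read from the fitted curve at half-maximal effect; plate controls were vehicle for no effect and reference inhibitor for full effect; nearly all actives have a fitted effect of over 55% in size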
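Step 1: APE1 (0.75 nM) with compound, 15 min RT. Step 2: add 50 nM fluorophore/quencher THF duplex. Step 3: three fluorescence reads 60 s apart (525/598 nm); read 3 minus read 1 = reaction progress.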
Pol beta inh = inhibitors of human DNA polymerase beta; P06746; Pol beta primer extension/strand displacement, fluorescence kinetic; Potency, µM (top dose mostly 114 µM), inactives show at the top dose activity change, negative = inhibition, actives largely listed as inhibitors; hit rate 1.3% among 340,000; also: potency is read from the fitted curve at half-maximal effect; % is scaled to controls: 0 for no effect and ±100 for the full control effect
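Curves were derived by four-parameter Hill fits of normalized qHTS data. The kinetic fluorescent primer-extension read was taken at 0 and 10 min after 50 nM substrate, following a 15 min room-temperature preincubation of 10 nM enzyme with compounds.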
POLH inh = DNA polymerase eta (human) inhibition | Q9Y253 | recombinant Pol eta, fluorescent DNA replication assay | Potency, µM (titrated, usually from 114 µM), for the others: top-dose activity change, negative = inhibition, usual class: inhibitors | hit rate 1.2% among 390,000; also: potency is read from the fitted curve at half-maximal effect; % is scaled to controls: 0 for no effect and ±100 for the full control effect
Target sequence (Q9Y253 whole entry, looked up): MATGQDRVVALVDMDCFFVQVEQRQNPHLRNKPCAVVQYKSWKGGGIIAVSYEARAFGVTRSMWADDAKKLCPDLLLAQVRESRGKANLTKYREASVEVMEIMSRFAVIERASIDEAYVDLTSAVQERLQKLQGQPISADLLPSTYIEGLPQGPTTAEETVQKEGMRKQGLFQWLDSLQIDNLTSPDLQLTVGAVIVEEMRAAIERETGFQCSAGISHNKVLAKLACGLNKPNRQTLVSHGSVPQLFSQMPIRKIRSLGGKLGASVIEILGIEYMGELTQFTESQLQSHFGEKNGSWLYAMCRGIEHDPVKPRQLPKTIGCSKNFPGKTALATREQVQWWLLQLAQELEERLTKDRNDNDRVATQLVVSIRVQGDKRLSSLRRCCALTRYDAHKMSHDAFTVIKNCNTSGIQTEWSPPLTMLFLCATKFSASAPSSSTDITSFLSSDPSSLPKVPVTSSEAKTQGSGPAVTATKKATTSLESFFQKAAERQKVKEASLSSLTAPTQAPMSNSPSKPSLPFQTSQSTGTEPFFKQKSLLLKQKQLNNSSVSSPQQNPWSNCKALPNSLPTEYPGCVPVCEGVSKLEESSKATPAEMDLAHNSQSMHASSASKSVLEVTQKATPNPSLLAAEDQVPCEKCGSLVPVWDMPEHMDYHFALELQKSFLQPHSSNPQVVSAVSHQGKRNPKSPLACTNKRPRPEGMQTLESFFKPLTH
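Pol eta (10 nM) was preincubated with compounds for 15 min at room temperature, after which fluorescent replication substrate (50 nM final) was added to start the reaction. Fluorescence was read kinetically at 0 and 10 min.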
POLI inh = blocks human DNA polymerase iota activity; Q9UNA4; Pol iota fluorescent replication assay, 10 min; Potency, µM (doses to about 115 µM), for inactives: at the top dose activity, negative = inhibition, hits mostly inhibitors; hit rate 1% among 390,000; AID 588590; also: potency is read from the fitted curve at half-maximal effect
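Pol iota at 10 nM preincubated 15 min with compounds at room temperature; reaction started with fluorescent substrate, 50 nM final. Fluorescence read kinetically at 0 and 10 min; buffer-only wells as negative control.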
An asterisk follows results filed as active; ? = inconclusive; / = no result given; & = joins results of further samples; [ ] = remark or other dose. Unless noted, calls follow the shape of the dose curve; as a rule, active = well fitted curve in the direction sought with a large enough effect; inconclusive = small, poorly fitted or top-dose-only effect, or another doubt; inactive = no such curve, though single readings can be large; an effect the other way counts as inactive or inconclusive.

SMILES	POLK inh	BLM inh	Apoferritin bind	LDHA block	GRP78 ERSR act	APE1 inh	Pol beta inh	POLH inh	POLI inh
COc1ccc(C(C(=O)NC2CCCCC2)N(CC2CCCO2)C(=O)C2COc3ccccc3O2)cc1OC (stereo unspecified)	7.4%	-0.1%	-5.3%	3.2	-3.5%	0.6%	-2.4%	-11.5%	-1.5%
O=C(CN1CCN(S(=O)(=O)c2ccc(Br)cc2)CC1)N/N=C/c1ccc(Cl)c([N+](=O)[O-])c1	-1.3%	-1.8%	-1.0%	1.9	3.6%	5.1%	6.8%	-22.0%	-5.3%
O=C(CSc1ccccc1F)NNC(=O)c1cncc(Br)c1	6.5%	/	/	-1.9	-0.6%	19.4%	/	-16.9%	14.8%
COC(=O)c1ccc(Cn2c(O)c(N=O)c3ccccc32)o1	2.6%	-3.8%	-20.4%	-5.5	-1.0%	-3.2%	0.4%	-1.8%	8.3%
O=C(NCCc1ccccc1)c1ccccc1SCC(=O)N1CCCC1	-6.5%	2.1%	-3.5%	-1.7	10.1%	26.5%	63.4%	-18.4%	34.5%
CCn1c(SCC(=O)Nc2cccc(OC)c2)nc2ccccc2c1=O	-7.6%	-1.4%	-1.6%	-9.9	0.6%	39.4%	-1.5%	-12.6%	-27.6%
Cc1nn(CC(=O)N(C)C2CCS(=O)(=O)C2)c(C)c1S(=O)(=O)N(C)C (stereo unspecified)	5.8%	/	/	-2.3	2.5%	0.3%	/	-18.3%	13.6%
CC(=O)c1cn(CCCCCCCCCCn2cc(C(C)=O)c(=O)[nH]c2=O)c(=O)[nH]c1=O	/	-3.6%	-6.3%	/	/	2.1%	22.8%	/	/
O=C(NCCCn1ccnc1)C(=O)NCC(c1ccco1)N1CCN(c2ccccc2)CC1 (stereo unspecified)	12.6%	-4.6%	-5.7%	-0.8	-3.4%	-6.8%	-7.1%	20.2%	-9.1%
COc1ccc(CC(=O)NC(c2ccccc2)c2ccccc2)cc1S(=O)(=O)N1CCOCC1	-0.6%	-3.2%	-12.6%	-1.2	-3.7%	13.2%	11.0%	10.8%	-5.2%[58.9 µM]
O=C(CCn1cnc2onc(-c3ccc(F)cc3)c2c1=O)N1CCN(c2ccccc2)CC1	-2.0%	-4.5%	-7.0%	-2.3	-1.0%	/	20.6%	-6.3%	-13.7%
O=C(CN1CCCN(S(=O)(=O)c2ccc(F)cc2)CC1)Nc1c(Cl)cccc1Cl	0.1%	-1.2%	-15.3%	-12.9	-4.7%	1.9%	23.6%	3.7%	13.6%
Cc1nc2ccccn2c1/C(O)=C1\C(=O)C(=O)N(CCN2CCOCC2)C1c1ccncc1 (stereo unspecified)	3.2%	-0.4%	-14.7%	-8.9	-3.9%	1.0%	14.8%	-14.2%	0.8%
COc1ccc(Nc2cc(Cl)ccc2C(=O)O)cn1	-4.8%	-7.6%	-14.7%	-0.1	-4.6%	8.4%	-1.4%	-18.2%	?
CC(=O)c1c(N2CCOCC2)nc2ccc(Cl)cc2c1-c1ccccc1	2.2%	-4.3%	-9.5%	-1.7	-7.8%	-1.1%	24.5%	-25.2%	47.9%[activator]
CCOc1ccc(C(CCc2ccccc2)NC(=O)c2ccccc2F)cc1OCC (stereo unspecified)	-18.2%	-5.3%	2.8%	1.3	-3.3%	11.5%	27.5%	-11.7%	-1.9%
Cc1ccc(NC(=O)CCc2c(C)nn(-c3ccc(N4CCCCC4)nn3)c2C)cc1	9.3%	-2.9%	-19.6%	0.2	4.5%	71.8%	11.6%	-14.4%	22.3%
O=C(CSc1nnc(NC(=O)c2ccc3c(c2)OCO3)s1)NCc1ccco1	-16.0%	-4.8%	-7.5%	-6.2	-11.2%	-4.6%	-24.2%	13.4%	46.2%[activator]
COc1ccc(CCNS(=O)(=O)CCNC(=O)c2ccccc2)cc1	-2.3%	/	/	-3.6	-0.5%	21.5%	/	0.4%	14.5%
Cc1cc(C(C)(C)C)oc1C(=O)N(CC(=O)NC1CCCC1)c1ccc(F)cc1	-15.4%	-10.9%	-8.2%	-0.9	-2.6%	11.1%	-20.9%	-15.5%	-19.1%
CC(CNc1nc2ccccc2n2cnnc12)c1ccccc1 (stereo unspecified)	-6.5%	-5.1%	-17.4%	-1.4	-0.6%	-9.7%	-6.4%	-2.6%	?
COC(=O)c1cccc(C#CC(NP(=O)(c2ccccc2)c2ccccc2)c2ccccc2)c1 (stereo unspecified)	-8.2%	-8.2%&-12.5%	-13.7%&-1.9%	0.8	-4.0%	-8.4%&-9.4%	2.1%	-9.1%	-17.9%
O=C(O)c1ccc(-c2ccccc2Cl)o1	-8.6%&-5.4%	-2.8%	-9.9%	-8.1	2.1%&-1.2%	-7.0%	0.0%	0.6%	-8.3%
O=[N+]([O-])c1ccc(N2CCN(c3ccc([N+](=O)[O-])cc3CO)CC2)c(CO)c1	-9.6%	-2.7%	7.5%	-1.0	-6.0%	20.5%	-8.1%	-10.7%	-11.3%
CN(C)CCCNC(=O)C[C@H]1C[C@H](C(=O)N2CCOCC2)[C@@]2(C)c3[nH]c4cc(CCC(=O)N(C)C)ccc4c3CCN2C1=O	-12.2%	/	/	-9.3	-3.5%	11.9%	/	0.8%	-5.3%

Single records, as listed above. Values in the order: POLK inh | BLM inh | Apoferritin bind | LDHA block | GRP78 ERSR act | APE1 inh | Pol beta inh | POLH inh | POLI inh
Entry for O=C(CCn1cnc2onc(-c3ccc(F)cc3)c2c1=O)N1CCN(c2ccccc2)CC1 = -2.0% | -4.5% | -7.0% | -2.3 | -1.0% | / | 20.6% | -6.3% | -13.7%
Entry for CCn1c(SCC(=O)Nc2cccc(OC)c2)nc2ccccc2c1=O = -7.6% | -1.4% | -1.6% | -9.9 | 0.6% | 39.4% | -1.5% | -12.6% | -27.6%
Entry for O=C(NCCc1ccccc1)c1ccccc1SCC(=O)N1CCCC1 = -6.5% | 2.1% | -3.5% | -1.7 | 10.1% | 26.5% | 63.4% | -18.4% | 34.5%

(continued)
SMILES	POLK inh	BLM inh	Apoferritin bind	LDHA block	GRP78 ERSR act	APE1 inh	Pol beta inh	POLH inh	POLI inh
C/C(=N\N=C1\NC(=O)C(CC(=O)Nc2ccc(Cl)cc2)S1)c1ccco1 (stereo unspecified)	-10.0%	-5.7%	-15.6%	-8.3	-0.6%	13.7%	10.9%	-22.5%	55.5%[activator]
O=c1cnc2cncnc2n1Cc1ccccc1	0.3%[60.1 µM]	-12.2%	/	/	-6.3%	-7.8%	/	/	/
Cc1ccccc1N=C1SCCN1C(=O)CN1C(=O)NC2(CCCC2)C1=O	-6.6%	/	/	-2.0	-3.9%	18.5%	/	-10.8%	29.7%
CC1CCN(S(=O)(=O)c2cccc(S(=O)(=O)N3CCCC3)c2)CC1	-9.9%	-4.2%	-15.6%	-8.2	-1.0%	5.2%	39.2%	-3.7%	34.1%[activator]
Cc1ccc(C(=O)CSc2nnc(-c3ccccc3)n2-c2ccccc2)o1	-4.5%	-3.5%	-9.0%	-10.7	-1.6%	-0.6%	32.0%	-5.4%	5.7%
Cc1cc(/C=N/Nc2ccc([N+](=O)[O-])cn2)c(C)n1-c1ccc(C(=O)O)cc1	79.4µM*	?	-17.8%	-0.9	4.3%	?	?	17.8µM*	17.8µM*
COC(=O)c1cccc(C23CC4(C2)[C@H](CN(C)[C@@H]4c2ccccc2)C3c2ccc(C(F)(F)F)cc2)c1 (stereo partly specified)	5.6%	-2.7%&1.4%	-0.9%&-4.0%	-5.3	-2.1%	-3.3%&4.0%	1.5%	-15.6%	27.5%
CC(C)c1ccccc1NC(=O)CCc1nc2ccccc2s1	-10.6%	-3.0%	0.6%	3.9	-0.3%	8.0%	?	?	?
COCCn1c(SCC(=O)Nc2cccc(F)c2)nc2c(c1=O)SCC2	1.0%	-1.4%	-13.7%	-1.6	0.3%	22.1%	-6.1%	1.5%	6.4%
Cc1[nH]n(-c2ccccc2)c(=O)c1C(=O)c1ccc([N+](=O)[O-])cc1	3.2%	-3.8%	-5.1%	0.1	-1.0%	-0.1%	8.8%	-19.8%	23.4%
Cc1ccc(S(=O)(=O)c2c(O)c3ccc(C(=O)O)cc3[nH]c2=O)cc1	3.1%	-5.2%	6.7%	-0.2	-1.9%	36.0%	2.5%	-14.6%	13.6%
COc1ccccc1C(=O)NCc1nnc(SCC(=O)Nc2nccs2)n1C	-10.4%	3.4%	-2.4%	-4.1	-0.1%	-9.1%	-8.1%	-9.6%	20.9%
Cc1ccccc1C(=O)NNC(=S)NC(=O)c1ccccc1	-14.5%	-15.0%	-5.8%	-2.1	9.8%	5.9%	8.4%	-6.1%	1.4%
COc1ccc(S(=O)(=O)N(C)C[C@H]2Oc3c(NC(=O)Nc4c(C)noc4C)cccc3C(=O)N([C@@H](C)CO)C[C@H]2C)cc1	-1.0%	/	/	-2.2	1.2%	14.1%	/	4.2%	3.4%
Cc1ccc(NC(=O)c2cc(S(=O)(=O)N3CCCCC3)ccc2N2CCOCC2)cc1S(=O)(=O)N(C)C	-7.8%	/	/	-0.7	-1.6%	/	/	-19.8%	19.7%
COCC(=O)N1CCC2(CC1)CN(Cc1cc(C(F)(F)F)cc(C(F)(F)F)c1)C2	-13.5%[60.1 µM]	3.9%	/	/	-2.1%	-1.6%	/	/	/
Cc1nnc2c(N(C)S(=O)(=O)c3ccccc3)nc3ccccc3n12	9.6%	1.8%	-9.5%	-1.5	0.4%	41.3%	12.6%	-10.4%	0.3%
O=C(CSc1nc2ccccc2n1S(=O)(=O)c1cccc([N+](=O)[O-])c1)NCCc1ccccc1	-19.5%	4.5%	-8.1%	-3.0	-2.9%	0.1%	46.3%	-5.9%	-20.1%
CCOC(=O)C1CCN(c2c(NCCCN(CC)Cc3ccccc3)c(=O)c2=O)CC1	6.0%	0.2%	-8.5%	0.4	-0.9%	-2.4%	-2.1%	0.7%	?
CCOC(=O)c1[nH]c(C)c(CCC(=O)Nc2ccc(N(CC)CC)cc2C)c1C	-6.6%[60.1 µM]	-3.9%	-2.2%	21.4	-0.5%	/	48.4%	10.4%	-14.0%
C=CCN1C(=O)OC2(CCCCC2)C1(C)O (stereo unspecified)	-20.5%	2.5%	-11.4%	-3.4	-4.7%	4.1%	38.8%	-2.1%	26.5%

Screening data: PubChem, National Center for Advancing Translational Sciences (NCATS)

Not all compounds are listed (hit frequency here may not be typical).
